Screens as filed in PubChem BioAssay.
EBI2 block – EBI2 (human) antagonism; P32249; EBI2 beta-arrestin recruitment, luminescence, 7a,25-OHC stimulated; inhibition, % at 5 µM; hit rate 0.81% among 360,000; AID 651636; in the data active = inhibition above about 38%;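 note: enzyme fragment complementation signal reports receptor beta-arrestin coupling in cells; 0% = agonist plus DMSO wells and 100% = wells without agonist; some results beyond the cut were filed as inactive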
Target sequence (P32249 whole entry, looked up, the tested form may be a part): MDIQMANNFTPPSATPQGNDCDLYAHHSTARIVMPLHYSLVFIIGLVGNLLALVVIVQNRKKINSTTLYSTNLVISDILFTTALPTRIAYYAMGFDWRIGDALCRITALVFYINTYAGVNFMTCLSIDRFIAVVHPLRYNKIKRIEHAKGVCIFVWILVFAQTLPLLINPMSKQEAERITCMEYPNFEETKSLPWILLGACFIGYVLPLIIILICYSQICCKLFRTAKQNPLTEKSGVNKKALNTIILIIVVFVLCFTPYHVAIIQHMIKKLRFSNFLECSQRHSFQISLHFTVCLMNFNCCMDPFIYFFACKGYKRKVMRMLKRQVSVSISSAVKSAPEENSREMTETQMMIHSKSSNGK
* marks the source's active call; other numbers are inactive results. Only part of the results is shown; rates above refer to the full screens.

SMILES	EBI2 block
O=C(Nc1ccc(Cl)cc1)N[C@@H]1CC[C@H](CCNS(=O)(=O)c2ccccc2F)O[C@@H]1CO	-1.2
COc1cccc(C(C(=O)NC2CCCC2)N2CCN(c3cc(C)ccc3C)CC2)c1OC (stereo not given)	6.4
CCC(C(=O)Nc1c(C)cccc1C)n1c(-c2ccc(=O)[nH]c2)nc2ccccc21 (stereo not given)	-13.1
CCCCCNC(=O)C(c1cccc2ccccc12)n1c(=O)c(-c2cc3ccccc3[nH]2)nc2ccccc21 (stereo not given)	0.0
Cc1cccc(C)c1NC(=O)C1(C)CSCC(=O)N1Cc1cccc(C(F)(F)F)c1 (stereo not given)	6.2
O=C(Nc1ccc(F)cc1)C(c1ccccc1OC(F)(F)F)N1CCN(c2cccc(C(F)(F)F)n2)CC1 (stereo not given)	17.3
CCCCNC(=O)c1nc(C2CCNCC2)oc1-c1cccc(C(F)(F)F)c1	-2.3
O=C(NCc1ccccc1)C(c1ccccc1)n1c(=O)c(-c2ccco2)nc2ccccc21 (stereo not given)	-8.7
Cc1cc2c(cc1C)-n1nnnc1C(N1CCN(c3ncccc3C#N)CC1)C(=O)N2 (stereo not given)	1.3
Cc1ccc(C)c(N2CCN(C(C(=O)NC3CCCC3)c3ccco3)CC2)c1 (stereo not given)	1.3
O=C(Nc1ccc2c(c1)OCCO2)C(c1ccncc1)n1c(=O)c(-c2ccco2)nc2ccccc21 (stereo not given)	2.4
COc1ccc(C(C(=O)NC(C)(C)C)n2c(COc3ccc(C)cc3)nc3ccccc32)cc1 (stereo not given)	11.0
CO[C@H]1CN(C)C(=O)c2cc(NC(=O)C3CCOCC3)ccc2OC[C@H](C)N(Cc2nccs2)C[C@H]1C	-4.5
CC(C)NC(=O)C1(C)CN(S(C)(=O)=O)CC(=O)N1CCCn1ccnc1 (stereo not given)	-6.7
Cc1cc(N2CCN(C(C(=O)NC3CCCC3)C(C)(C)C)CC2)c2ccccc2n1 (stereo not given)	4.5
Cc1cccc(C)c1NC(=O)C1(C)CSCC(=O)N1CCC(C)C (stereo not given)	2.0
COc1ccc(C(C(=O)NCc2ccccc2)n2c(-c3ccncc3)nc3ccccc32)cc1 (stereo not given)	-1.7
Cc1noc(C)c1NC(=O)N1C[C@H](O)COC[C@H]2O[C@@H](CC(=O)NCC3CCCCC3)CC[C@@H]21	0.9
CC(C(=O)NCc1ccccc1)n1c(CSCCOc2ccccc2)nc2ccccc21 (stereo not given)	11.8
COc1cc(CC(=O)Nc2c(-c3ccccc3)[nH][nH]c2=O)cc(OC)c1	-2.5
CC(C)NC(=O)C1(C)CN(S(C)(=O)=O)CC(=O)N1CCCN1CCOCC1 (stereo not given)	-4.7
CCCCNC(=O)C1C(c2ccc(OC)cc2)=Nc2ccccc2N1C(=O)c1ccncc1 (stereo not given)	0.0
Cc1cc(N2CCN(C(C(=O)NC3CCCC3)c3ccc(-c4ccccc4)cc3)CC2)c2ccccc2n1 (stereo not given)	21.1
CCCCCCCCN1C(=O)[C@H](CC(=O)NCc2ccc(OC)c(OC)c2)C[C@@]2(C(=O)OC)CC(C)(C)CC=C12	8.5
C[C@H]1[C@@H](Cc2cc(Cl)cc(Cl)c2)N(c2ccccc2)c2ccccc2CN1Cc1ccccc1	1.0
CC1=C2CCCC[C@@]23C2C(=O)N(C)C(=O)[C@@H]2ON3OC1 (stereo not given in full)	-11.7
CCCCCNC(=O)C(c1ccnc2ccccc12)n1c(=O)c(-c2cc3ccccc3[nH]2)nc2ccccc21 (stereo not given)	11.6
COC(=O)C1(C(=O)OC)Cc2ccccc2N(S(=O)(=O)c2ccc(C)cc2)C1CC(C)=O (stereo not given)	-3.2
Cc1cc2c(cc1C)-n1nnnc1C(N(C)Cc1ccccc1)C(=O)N2 (stereo not given)	-0.8
CCOC(=O)C(Cc1ccccc1)C1(C)Oc2ccccc2O1 (stereo not given)	9.7
COc1ccc(C(=O)C(=O)N2CCN(c3ccccc3F)CC2)cc1	-4.0
Cc1cccc(C)c1NC(=O)C1(C)CSCC(=O)N1CCCN1CCOCC1 (stereo not given)	-2.4
COC(=O)C[C@@H]1CC[C@H](NC(=O)Cc2ccccn2)[C@@H](CO)O1	-5.1
O=C(C[C@H]1C=C[C@H](NC(=O)c2ccccn2)[C@@H](CO)O1)NCc1cc(F)cc(F)c1	-2.4
C=CCOC(=O)Nc1nc(CCNC(=O)OCc2ccccc2)c(C(=O)O)s1	1.6
CCC(C(=O)NC(C)(C)C)n1c(C(c2ccccc2)c2ccccc2)nc2ccccc21 (stereo not given)	11.1
COC(=O)[C@@]12C[C@@H](CC(=O)N3CCCCC3)C(=O)N(Cc3cccc4ccccc34)C1=CCC(C)(C)C2	10.2
CCC(=O)Nc1ccc2c(c1)OC[C@@H](C)N(Cc1ccccc1F)C[C@@H](C)[C@@H](OC)CN(C)C2=O	-1.6
COc1ccc(C2=Nc3ccccc3N(C(=O)c3ccc4c(c3)OCO4)C2C(=O)NCc2ccccc2)cc1 (stereo not given)	12.6
CC(C)N1C(=O)c2ccccc2NC(=O)C1C(=O)NCc1cccc(C(F)(F)F)c1 (stereo not given)	-4.1
O=C1Nc2ccccc2-n2nnnc2C1N1CCc2ccccc2C1 (stereo not given)	-4.3
O=C1N(Cc2ccccc2)c2ccc(Br)cc2[C@]12C[C@H](O)CO2	-1.0
COc1ccccc1CNC(=O)C[C@@H]1CC[C@H]2[C@@H](COC[C@H](O)CN2Cc2ccccc2)O1	-5.9
COc1ccc(C2=Nc3ccccc3N(C(=O)c3ccc(C)cc3)C2C(=O)Nc2c(C)cccc2C)cc1 (stereo not given)	6.7
CC1(C(=O)NCc2ccccc2)CN(S(C)(=O)=O)CC(=O)N1Cc1cccc(F)c1 (stereo not given)	-5.5
COc1cc(C(=O)C(=O)N2CCN(c3ccc(C)cc3)CC2)cc2ccccc12	-0.1
CCOC(=O)[C@]12CCCC=C1N(CCC1=CCCCC1)C(=O)[C@H](CC(=O)NCc1cccs1)C2	-4.4
CCCC(=O)Nc1ccc2c(c1)C(=O)N(C)C[C@@H](OC)[C@H](C)CN(Cc1ccc(-c3ccccn3)cc1)[C@@H](C)CO2	-3.3
COc1ccc(C2=Nc3ccccc3N(C(=O)c3ccc4ncccc4c3)C2C(=O)NC2CCCC2)cc1 (stereo not given)	1.9
COc1ccc(C(C(=O)Nc2ccc(F)cc2)N2CCN(C(=O)c3ccco3)CC2)cc1 (stereo not given)	1.0
Additional records:
SMILES	EBI2 block
N#Cc1ccc(C(C(=O)Nc2ccc3c(c2)OCCO3)n2c(=O)c(-c3ccco3)nc3ccccc32)cc1 (stereo not given)	25.8
CC(C)c1cc(C(=O)NCCc2cccs2)c(N)s1	12.3
O=C(NCc1ccccc1)C(c1ccc(-c2ccccc2)cc1)n1c(=O)c(-c2ccco2)nc2ccccc21 (stereo not given)	-2.8
O=C(Nc1c(-c2ccccc2)[nH][nH]c1=O)c1ccccc1	-5.2
COC(=O)C[C@@H]1C=C[C@@H](NC(=O)Nc2cccc(F)c2)[C@@H](CO)O1	-4.2
O=C(N[C@@H]1CC[C@H](CCn2cc(-c3ccccn3)nn2)O[C@@H]1CO)c1ccncc1	-7.4
CC1(C(=O)NCc2ccccc2)CSCC(=O)N1CCc1c[nH]c2ccccc12 (stereo not given)	19.1
COC(=O)C[C@H]1C=C[C@H](NC(=O)Nc2ccccc2OC)[C@@H](CO)O1	-5.7
COC(=O)[C@@]12C[C@@H](CC(=O)NCc3cccc(C(F)(F)F)c3)C(=O)N(Cc3ccco3)C1=CCC(C)(C)C2	12.8
COc1ccc(C2=Nc3ccccc3N(C(=O)c3ccc(C(F)(F)F)cc3)C2C(=O)Nc2ccc3c(c2)OCCO3)cc1 (stereo not given)	9.3

Ordered by the number under EBI2 block (rising): 3 from the list above.
compound | EBI2 block
COc1ccccc1CNC(=O)C[C@@H]1CC[C@H]2[C@@H](COC[C@H](O)CN2Cc2ccccc2)O1 | -5.9
CCCCNC(=O)C1C(c2ccc(OC)cc2)=Nc2ccccc2N1C(=O)c1ccncc1 (stereo not given) | 0.0
COc1ccc(C(C(=O)NC(C)(C)C)n2c(COc3ccc(C)cc3)nc3ccccc32)cc1 (stereo not given) | 11.0

(more compounds)
SMILES	EBI2 block
COC(=O)[C@]12CCCCC=C1N(CCc1ccc(OC)c(OC)c1)C(=O)[C@H](CC(=O)NCc1ccccc1)C2	1.1
Cc1cccc(C)c1NC(=O)C(C1CC1)n1c(=O)c(-c2ccco2)nc2ccccc21 (stereo not given)	7.5
O=C(C[C@H]1CC[C@@H](NC(=O)Nc2ccc3c(c2)OCO3)[C@@H](CO)O1)NCc1ccccc1	-8.3
COc1ccc(CCC(=O)N2c3ccccc3N=C(c3ccc(C(F)(F)F)cc3)C2C(=O)NC(C)C)cc1 (stereo not given)	12.2
CCc1c(-c2cccc(Cl)c2)ncn1Cc1cccc(-c2ccccc2)c1	9.7
CN1CCN(C(=O)C[C@H]2CC[C@H]3[C@@H](COC[C@@H](O)CN3Cc3cccc(F)c3)O2)CC1	-8.2
O=C(C(=O)N1CCN(c2ccncc2)CC1)c1cccc(Br)c1	-13.3
CC(C)(C)NC(=O)C(c1cccc2ccccc12)n1c(=O)c(-c2ccco2)nc2ccccc21 (stereo not given)	3.9
O=C(NCc1ccccc1)C1C(c2ccccc2)=Nc2ccccc2N1C(=O)c1ccncc1 (stereo not given)	1.7
O=C(Nc1ccc(F)cc1)C(CCc1ccccc1)N1CCN(C(=O)c2ccco2)CC1 (stereo not given)	2.5

Quoted from the results shown (2 entries):
SMILES	EBI2 block
O=C(NCc1ccccc1)C1C(c2ccccc2)=Nc2ccccc2N1C(=O)c1ccncc1 (stereo not given)	1.7
O=C(Nc1ccc(F)cc1)C(CCc1ccccc1)N1CCN(C(=O)c2ccco2)CC1 (stereo not given)	2.5

Molecules listed so far that have an NH in an aromatic ring:
SMILES	EBI2 block
CCC(C(=O)Nc1c(C)cccc1C)n1c(-c2ccc(=O)[nH]c2)nc2ccccc21 (stereo not given)	-13.1
CCCCCNC(=O)C(c1cccc2ccccc12)n1c(=O)c(-c2cc3ccccc3[nH]2)nc2ccccc21 (stereo not given)	0.0
COc1cc(CC(=O)Nc2c(-c3ccccc3)[nH][nH]c2=O)cc(OC)c1	-2.5
CCCCCNC(=O)C(c1ccnc2ccccc12)n1c(=O)c(-c2cc3ccccc3[nH]2)nc2ccccc21 (stereo not given)	11.6
O=C(Nc1c(-c2ccccc2)[nH][nH]c1=O)c1ccccc1	-5.2
CC1(C(=O)NCc2ccccc2)CSCC(=O)N1CCc1c[nH]c2ccccc12 (stereo not given)	19.1

Other structures
SMILES	EBI2 block
CCCCCCCCN1C(=O)[C@H](CC(=O)N2CCN(C(=O)OCC)CC2)C[C@@]2(C(=O)OC)CC(C)(C)CC=C12	16.1
C#CCNC(=O)C[C@@H]1C[C@@]2(C(=O)OC)CC(C)(C)CC=C2N(CCc2ccc(OC)c(OC)c2)C1=O	-3.0
COC(=O)C[C@H]1CC[C@@H](NC(=O)Nc2c(C)noc2C)[C@@H](CO)O1	-3.7
C#CCNC(=O)C[C@@H]1C[C@@]2(C(=O)OC)CC(C)(C)CC=C2N(CCCCCCCC)C1=O	-4.2
CCC(C(=O)NC1CCCC1)n1c(-c2ccnc3ccccc23)nc2ccccc21 (stereo not given)	-11.0
CC(C)CNC(=O)C1C(=O)Nc2ccccc2C(=O)N1C1CCCCC1 (stereo not given)	-3.6
COC(=O)C[C@H]1CC[C@@H](NC(=O)Nc2ccc(C(F)(F)F)cc2)[C@@H](CO)O1	4.6
Cc1cccc(C)c1NC(=O)C1(C)CN(S(C)(=O)=O)CC(=O)N1CCc1ccccc1F (stereo not given)	3.8
O=C(/C=C1\OCc2ccccc21)OCc1ccccc1	8.1
O=C(Nc1ccc2c(c1)OCCO2)C1C(c2ccccc2)=Nc2ccccc2N1C(=O)c1cccnc1 (stereo not given)	-9.0
Cc1cc(Br)c2c(c1)[C@](O)(c1cn(C)c3ccccc13)C(=O)N2C	-2.5
COC(=O)C1=CN(c2cccc(OCc3ccccc3)c2)C(N)=C(C#N)C1c1cccc(F)c1 (stereo not given)	16.1
COC(=O)C1=CN(c2ccc(OC)cc2)C(N)=C(C#N)C1c1cccc2ccccc12 (stereo not given)	16.3
CCCCNC(=O)C[C@@H]1C[C@@]2(C(=O)OCC)CCCC=C2N(CCC2=CCCCC2)C1=O	3.6
COC(=O)C[C@@H]1OC[C@H](CO)N1S(=O)(=O)c1ccc(C)cc1	-1.2
Cc1cccc(C)c1NC(=O)C1C(c2ccc3c(c2)OCO3)=Nc2ccccc2N1C(=O)c1ccccc1 (stereo not given)	19.9
O=C(C(=O)N1CCN(c2ccccc2F)CC1)c1ccccc1	-1.1
Cc1nc(NC(=O)c2ccccc2)sc1-c1cc(C(=O)NCCO)nn1Cc1ccccc1	6.7
Cc1ccc(S(=O)(=O)C[C@@H]2OC[C@H](CO)N2S(=O)(=O)c2ccc(C)cc2)cc1	-0.9
Cc1ccc2ccc(C(Nc3ccccc3)c3ccc(C(C)C)cc3)c(O)c2n1 (stereo not given)	-2.2
COC(=O)C[C@H]1CC[C@@H](NC(=O)Nc2ccc3c(c2)OCO3)[C@@H](CO)O1	-0.6
O=C(C(=O)N1CCN(c2ccccc2)CC1)c1ccc2c(c1)OCO2	1.7
O=C(Nc1ccc(F)cc1)C(c1cccc(F)c1)N1CCN(c2ccncc2)CC1 (stereo not given)	-3.6
COC(=O)c1sc(NC(=O)OCc2ccccc2)nc1CCNC(=O)OC(C)(C)C	2.5
O=C(Nc1ccc2ccccc2c1)C(c1ccccc1)n1c(=O)c(-c2cc3ccccc3[nH]2)nc2ccccc21 (stereo not given)	-3.4
O=C(C[C@H]1CC[C@H]2[C@@H](COC[C@@H](O)CN2C(=O)c2cnccn2)O1)NCc1ccc(Oc2ccccc2)cc1	-2.9
CCCCNC(=O)c1nc(-c2cccc(C(F)(F)F)c2)oc1-c1ccc(OC(F)(F)F)cc1	10.8
Cc1ccc(S(=O)(=O)Nc2ccccc2O)cc1	-14.4
Cc1ccc(S(=O)(=O)N[C@@H](C)CO)cc1	1.6
